Screening data: PubChem, National Center for Advancing Translational Sciences (NCATS)
HTT aggregate: mutant huntingtin aggregation inhibition; AID 1688; hit rate 1.1% among 220,000; PC12 HttQ103-GFP aggregates, Acumen cytometry, 40 h; Potency, µM (doses to about 46.1 µM), for inactives: at the highest dose activity change, negative = inhibition, actives largely listed as inhibitors; note: potency is the fitted concentration of half-maximal effect; % is set by controls: 0 for no effect and ±100 for the full control effect; nearly all actives have a fitted effect of over 60% in size
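Aggregate formation scored by laser-scanning cytometer (488 excitation, 500–530 emission) in lysed PC12 cells expressing Q103-GFP after 100 nM tebufenozide induction; library tested in dose series, with ATPLite reagent added in the multiplex.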
IMPase Li inh: cell-permeable IMPase inhibitors with lithium potentiation. CHO-M1 cells, IP1 TR-FRET (IP-One), carbachol + lithium. Potency, µM (doses to about 59.4 µM), for the others: at the top dose activity, negative = IMPase inhibition, actives largely listed as inhibitors. hit rate 0.35% among 210,000;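 note: IP1 builds up when IMPase is blocked and the TR-FRET signal falls; potency is the fitted concentration of half-maximal effect; plate controls were basal vehicle for no effect and high inhibitor control for full effect; nearly all actives have a fitted effect of over 50% in size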
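Lithium-sensitised IP1 accumulation assay; M1-expressing CHO cells treated 30 min at 37C with compound. Competitive antibody detection by time-resolved FRET followed a 10 min room-temperature lysis step.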
Luc counter: counter-screen: inhibitors of Kinase-Glo firefly luciferase; Q27757; AID 1379; Potency, µM (highest dose often 38.3 µM), for the others: at the highest dose activity change, negative = inhibition, most hits filed as inhibitors; hit rate 0.28% among 200,000; Kinase-Glo luciferase, ATP luminescence, 8 min; note: potency is the fitted concentration of half-maximal effect; % is set by controls: 0 for no effect and ±100 for the full control effect; nearly all actives have a fitted effect of over 60% in size
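Substrate mix (final 50 mM imidazole pH 7.2, 50 mM KCl, 7 mM MgCl2, 10 uM ATP, 0.01% Tween 20, 0.05% BSA) plus pin-tool compound, then Kinase-Glo detection mix; 8 min ambient, luminescence read.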
Lamin A splicing: LMNA splicing modulation; HeLa LMNA splicing GFP/RFP minigene ratio, 48 h; Potency, µM (series often up to 46.1 µM), without a hit: top-dose ratio change, negative = inhibition, most hits filed as inhibitors; hit rate 0.01% among 200,000; active = well fitted inhibition curve with a large enough effect in the signal ratio, with a control signal flat, not every such curve was filed as active; inconclusive = small, poorly fitted or top-dose-only effect, or effect the other way, or a change in a side signal; the % refers to the signal ratio; note: potency is the fitted concentration of half-maximal effect; % is set by controls: 0 for no effect and ±100 for the full control effect
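S3 HeLa cells stably expressing lamin A-EGFP splicing minigene plus DsRed2, 600 cells/well, 48 h compound exposure at 37C. Laser-scanning cytometry; analysed as GFP (500-530 nm)/RFP (575-640 nm) total intensity ratio; 0.5% DMSO vehicle.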
CBFb RUNX1 block: CBF-beta/RUNX1 interaction disruption; Q01196+Q13951; AlphaScreen CBFb-His/RUNX1-biotin binding, biochemical; Potency, µM (highest dose often 59.8 µM), for the others: at the top dose activity, negative = inhibition, hits mostly inhibitors; 230,000 tested, under 10 active; AID 1477; note: % of control where 0% means no effect
Target sequence (Q01196 whole entry, looked up): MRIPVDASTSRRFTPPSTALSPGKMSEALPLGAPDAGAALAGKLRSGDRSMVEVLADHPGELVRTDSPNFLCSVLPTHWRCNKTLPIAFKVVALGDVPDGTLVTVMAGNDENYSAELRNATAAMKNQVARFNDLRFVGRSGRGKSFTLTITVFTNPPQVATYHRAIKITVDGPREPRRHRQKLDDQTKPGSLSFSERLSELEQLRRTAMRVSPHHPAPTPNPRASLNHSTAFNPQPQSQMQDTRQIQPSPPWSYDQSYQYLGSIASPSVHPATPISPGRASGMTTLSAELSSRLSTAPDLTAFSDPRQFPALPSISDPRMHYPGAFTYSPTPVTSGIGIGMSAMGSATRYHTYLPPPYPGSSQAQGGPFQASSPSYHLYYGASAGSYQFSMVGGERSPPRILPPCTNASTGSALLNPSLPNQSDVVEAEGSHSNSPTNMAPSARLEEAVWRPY
Target sequence (Q13951 whole entry, looked up): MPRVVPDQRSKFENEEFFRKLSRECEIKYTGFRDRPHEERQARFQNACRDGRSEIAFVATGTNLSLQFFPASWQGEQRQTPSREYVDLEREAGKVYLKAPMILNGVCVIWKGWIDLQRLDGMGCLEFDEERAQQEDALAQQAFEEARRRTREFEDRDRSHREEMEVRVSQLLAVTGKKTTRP
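CBF-beta (His) and RUNX1 (biotin), 30 nM each; 20 min preassociation; + compound, 15 min; + beads 50 ng each (Ni, streptavidin), 90 min; RT; AlphaScreen read.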
Epigenetic reg: epigenetic control regulation, reporter derepression; murine LDR cells, GFP reporter derepression, 30 h; Potency, µM (titrated, usually from 53.9 µM), inactives show top-dose GFP activation, actives largely listed as activators; hit rate 0.2% among 280,000; note: potency is the fitted concentration of half-maximal effect; % of control where 0% means no effect; nearly all actives have a fitted effect of over 60% in size
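Reporter derepression read as number of fluorescent GFP-positive objects, 20-120 um in size, counted by laser-scanning cytometer. Mouse LDR line with an epigenetically silenced CMV-GFP locus; compound incubation 30 h, 37 C.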
NPSR antag: blocks cAMP signaling of the human neuropeptide S receptor; Q6W5P4; CHO-NPSR cells, cAMP TR-FRET, antagonist mode; Potency, µM (top dose mostly 38.3 µM), without a hit: at the highest dose activity change, negative = inhibition, most hits filed as inhibitors; hit rate 1% among 220,000; AID 1461; note: potency is the fitted concentration of half-maximal effect; % is set by controls: 0 for no effect and ±100 for the full control effect; nearly all actives have a fitted effect of over 50% in size; many of its hits are not listed in these tables
Target sequence (Q6W5P4 whole entry, looked up): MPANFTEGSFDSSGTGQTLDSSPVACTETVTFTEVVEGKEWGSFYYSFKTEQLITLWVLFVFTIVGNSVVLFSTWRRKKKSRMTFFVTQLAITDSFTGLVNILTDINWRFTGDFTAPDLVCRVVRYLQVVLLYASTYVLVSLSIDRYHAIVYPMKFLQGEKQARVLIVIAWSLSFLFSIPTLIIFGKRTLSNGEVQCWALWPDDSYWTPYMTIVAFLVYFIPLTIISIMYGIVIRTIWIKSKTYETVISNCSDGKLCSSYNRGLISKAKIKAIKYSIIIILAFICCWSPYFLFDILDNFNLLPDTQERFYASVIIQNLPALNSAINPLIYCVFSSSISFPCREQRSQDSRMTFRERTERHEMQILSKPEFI
Active calls of the source: *; u = inconclusive; x = not tested or not shown; [ ] = dose if it differs, or a comment. Unless noted, calls come from the whole dose curve; as a rule, active = well fitted curve in the direction sought with a large enough effect; inconclusive = small, poorly fitted or top-dose-only effect, or another doubt; inactive = no such curve, though single readings can be large; an effect the other way counts as inactive or inconclusive. Not all compounds are listed, so the mix of outcomes need not match the whole.

Each structure is followed by: CBFb RUNX1 block	Luc counter	NPSR antag	HTT aggregate	Lamin A splicing	IMPase Li inh	Epigenetic reg
1. CC(c1ccccc1)c1nnc(N)s1 (configuration not stated)
    19%	-1%	-2%	15%[9.22 µM]	x	-2%	1.1%
2. S=C1NNC2(NN1)C1CC3CC(C1)CC2C3
    -2%	1%	5%[46.1 µM]	18%	-2%	-4%	-0.8%
3. O=C1CCN(CCc2ccccc2)CCN1[C@H](CSc1ccc(Br)cc1)c1ccccc1
    2%	x	-58%	-8%[9.22 µM]	x	x	0.0%
4. COc1ccc(CCN(C)C(=O)CSc2nnnn2C)cc1OC
    22%	1%	5%	u	x	1%	-2.9%
5. CSc1ccc(/C=N/Nc2ccc(Cl)c(C(=O)O)c2)cc1
    -1%	2%	-4%	27%	x	7%	-3.6%
6. CC(C)(CC(=O)O)CC(=O)NNc1ncccc1C#N
    2%	x	7%	31%[9.22 µM]	x	x	1.1%
7. O=[N+]([O-])c1cccc(C(=Nc2ccc(Cl)cc2)NO)c1
    13%	0%	-14%[46.1 µM]	-4%	-14%	5%[38.3 µM]	0.0%
8. COc1cc(O)c(C(C)=O)c(CC(=O)O)c1
    u	x	1%	-20%[9.22 µM]	x	x	1.0%
9. Cc1ccc(OCC(=O)N2CCN(C(=O)c3cccnc3)CC2)cc1
    2%	-1%	11%[46.1 µM]	-12%	-9%	-7%	-1.0%
10. CCOC(=O)COc1nc(-c2ccc(Cl)cc2)cc(-c2ccco2)c1C#N
    9%	x	-21%	7%[9.22 µM]	x	x	2.1%
11. CCOC(=O)c1nnn(-c2nonc2N)c1-c1ccc(OCC)cc1
    8%	0%	-15%[46.1 µM]	8%	-10%	6%[38.3 µM]	0.0%
12. CCOc1ccc(N2C(=O)CC(N3CCOCC3)C2=O)cc1 (configuration not stated)
    4%	-6%	-14%[46.1 µM]	4%	9%	-16%[38.3 µM]	0.3%
13. Cc1ccc(/C(O)=C2/C(=O)C(=O)N(CCN3CCOCC3)C2c2cccnc2)cc1 (configuration not stated)
    3%	0%	16%[46.1 µM]	-8%	-5%	6%	0.0%
14. COc1ccc(/C=C/C(=O)c2cc3c(cc2N)OCO3)cc1
    u	u	-10%	-16%	x	2%	0.4%
15. O=C(Oc1ccc(N(Cc2cccs2)C2=NS(=O)(=O)c3ccccc32)cc1)c1ccc(Cl)cc1
    -13%	2%	u	u	-3%	13%	1.2%
16. Cc1cc(C)n(-c2ccc(C(=O)Nc3cccc([N+](=O)[O-])c3)cc2)n1
    -6%	-1%	-14%	-19%	x	10%	2.1%
17. Cc1nn(C(C)C(=O)NCCCc2ccccc2)c(=O)c2cc3occc3n12 (configuration not stated)
    -7%	0%	-7%[46.1 µM]	-4%	-9%	46%[activator][38.3 µM]	-1.0%
18. O=C(OCc1cc(=O)n2cc(Br)ccc2n1)c1ccc(Cl)c(S(=O)(=O)NCc2ccccc2)c1
    6%	-3%	-1%	27%	u	-6%	0.0%
19. Cc1cc(=O)c2cccc(Br)c2[nH]1
    0%	1%	-6%[46.1 µM]	8%	-6%	-11%	0.1%
20. Cc1ccc(NC2CC(=O)N(c3cccc([N+](=O)[O-])c3)C2=O)cc1 (configuration not stated)
    -1%	-2%	4%	11%[9.22 µM]	3%[46 µM]	0%	1.1%[10.1 µM]

Exported in transposed form: four of the compounds above
7. O=[N+]([O-])c1cccc(C(=Nc2ccc(Cl)cc2)NO)c1
9. Cc1ccc(OCC(=O)N2CCN(C(=O)c3cccnc3)CC2)cc1
5. CSc1ccc(/C=N/Nc2ccc(Cl)c(C(=O)O)c2)cc1
15. O=C(Oc1ccc(N(Cc2cccs2)C2=NS(=O)(=O)c3ccccc32)cc1)c1ccc(Cl)cc1

Screen / compound no.,7,9,5,15
CBFb RUNX1 block,13%,2%,-1%,-13%
Luc counter,0%,-1%,2%,2%
NPSR antag,-14%[46.1 µM],11%[46.1 µM],-4%,u
HTT aggregate,-4%,-12%,27%,u
Lamin A splicing,-14%,-9%,x,-3%
IMPase Li inh,5%[38.3 µM],-7%,7%,13%
Epigenetic reg,0.0%,-1.0%,-3.6%,1.2%

(cont.)
Each structure is followed by: CBFb RUNX1 block	Luc counter	NPSR antag	HTT aggregate	Lamin A splicing	IMPase Li inh	Epigenetic reg
21. CCOC(=O)C(=CNc1ccc(S(N)(=O)=O)cc1)C(=O)OCC
    3%	x	8%	-17%[9.22 µM]	x	x	-2.4%
22. C/C(=N\NC(=O)Cn1c(-c2ccccn2)nc2ccccc21)c1ccccc1
    -11%	2%	-2%	6%	6%	6%	-0.9%
23. Cc1csc(NC(=O)C2CC(=O)N(Cc3ccco3)C2)n1 (configuration not stated)
    6%	-3%	13%	0.63µM*	-11%[46 µM]	3%	-1.4%
24. COc1cc(CNCc2cccnc2)ccc1OCC(=O)NC(C)(C)C
    -7%	2%	4%	-7%[9.22 µM]	x	22%	0.0%
25. COCCn1c(SCc2nc3scc(-c4ccc(Cl)cc4)c3c(=O)[nH]2)nnc1-c1cccc(C)c1
    -11%	x	-19%[46.1 µM]	8%	-4%	x	-0.9%
26. CC(C)CC(c1nnnn1CCc1ccccc1)N1CCC(C(N)=O)CC1 (configuration not stated)
    8%	-4%	-13%[46.1 µM]	-12%	-8%	17%	-1.2%
27. O=C(NCCc1nc2ccccc2[nH]1)/C(=C/c1ccco1)NC(=O)c1ccc(Br)cc1
    -4%	0%	0%	14%	-9%	2%	1.0%
28. CN(C)S(=O)(=O)N1CCC(c2ccc(F)cc2)C(COc2ccc3c(c2)OCO3)C1 (configuration not stated)
    7%	-1%	26%[46.1 µM]	-14%	u	16%[38.3 µM]	1.3%
29. Cc1ccc2ccccc2[n+]1CCCS(=O)(=O)[O-]
    1%	-2%	16%[46.1 µM]	-15%	u	-9%[38.3 µM]	-2.1%
30. CC(=O)Nc1ccc(N(C)S(C)(=O)=O)cc1
    -2%	0%	2%[46.1 µM]	-12%	20%	20%[38.3 µM]	1.4%
31. COc1ccc(C(=O)Nc2ccccc2C(=O)N2CCCCC2C)cc1 (configuration not stated)
    -3%	-3%	-53%	9%	x	-5%	1.3%
32. O=C(Nc1cc(C(F)(F)F)ccc1N1CCOCC1)c1c(F)c(F)c(F)c(F)c1F
    3%	1%	-20%[46.1 µM]	7%	7%	16%[38.3 µM]	-2.1%
33. O=C(Nc1nc2ccccc2s1)C1CC(=O)N(c2ccc(F)cc2)C1 (configuration not stated)
    -1%	-3%	-21%[46.1 µM]	-6%	u	-5%[38.3 µM]	-0.7%
34. CCOC(=O)C1(Cc2ccccc2)CCN(Cc2cccc3c2OCO3)CC1
    -3%	8%	-32%	2%[9.22 µM]	-12%[46 µM]	15%	3.5%
35. COc1ccc(CNC(=O)COC(=O)CCCOc2ccc(Cl)cc2Cl)cc1OC
    -1%	-4%	9%	-8%	-1%	0%	-0.3%
36. O=C(Nc1cccn2ncnc12)C(F)(F)F
    -6%	-2%	7%	-3%	13%[46 µM]	1%	-1.4%
37. O=C(N/N=C/c1cc([N+](=O)[O-])ccc1O)c1ccncc1
    -8%	x	-15%	-6%[9.22 µM]	x	x	0.0%
38. COCCSc1ccccc1C(=O)Nc1ccc2c(c1)OCO2
    -1%	-7%	2%	x	x	2%	0.0%
39. O=C(c1ccco1)N1CCN(C(=O)C2CC2)CC1
    6%	-2%	12%	11%	u	-2%	-8.2%
40. CCOC(=O)CSc1nnc(CNC(=O)c2ccco2)n1-c1ccc(F)cc1
    4%	x	-1%[46.1 µM]	u	4%	x	14%
41. Nc1ccc[n+](Cc2ccccn2)c1
    6%	-2%	7%[46.1 µM]	2%	4%	10%[38.3 µM]	-0.7%
42. O=C(NCCCCCNC(=O)c1cccnc1)c1cccnc1
    3%	0%	-11%[46.1 µM]	6%	6%	21%[38.3 µM]	-1.0%
43. NNc1ccc(Cl)nn1
    -14%	x	-17%	-13%[9.22 µM]	x	x	0.0%
44. Cc1ccc(S(=O)(=O)Nc2c(C)ccc3nsnc23)cc1
    2%	0%	-16%[46.1 µM]	-20%	u	11%	-1.0%
45. CCC1(C)CC2(CCCN(CCC(O)(c3ccccc3)c3ccccc3)C2)CCO1 (configuration not stated)
    9%	x	-56%	-24%[9.22 µM]	x	x	u
46. COc1ccc(C(=O)Nc2nc3cc4c(cc3s2)OCCO4)c(OC)c1
    u	x	2%	-4%[9.22 µM]	x	x	2.3%
47. Cc1cc(Cl)nc(Cl)c1C(=O)N1CCOCC1
    -3%	3%	-1%	-24%	x	6%	4.5%
48. COC(=O)c1c(NC(=O)CN2C(=O)c3ccccc3C2=O)sc(Cc2ccc3c(c2)OCO3)c1C
    4%[2.36 µM]	-2%	1%	24%	8%	0%	-6.8%
49. COc1cc(-c2nnc3sc(-c4ccco4)nn23)cc(OC)c1OC
    4%	0%	-14%[46.1 µM]	3%	4%	-11%[38.3 µM]	-1.1%
50. CCOC(=O)c1c(NC(=O)C(Sc2ccccc2)c2ccccc2)sc(C(N)=O)c1C (configuration not stated)
    -8%	-2%	u	-17%	13%	15%[38.3 µM]	1.1%
51. C/C(=N/n1cnnc1)c1cccnc1
    9%	1%	9%[46.1 µM]	-4%	-4%	23%[38.3 µM]	1.0%
52. CC(Oc1ccc(Cl)cc1Cl)C(=O)NC1=NN(c2ccccc2)C(=O)C1 (configuration not stated)
    -23%	2%	-3%[46.1 µM]	6%	1%	-7%[38.3 µM]	1.1%
53. COc1cc(NC(=O)CN2C(=O)NC(C)(CCC(C)C)C2=O)cc(OC)c1 (configuration not stated)
    5%	-2%	0%[46.1 µM]	-5%	-2%	3%[38.3 µM]	-0.7%
54. CCCCc1ccc(NC(=O)C2CCCO2)cc1 (configuration not stated)
    4%	-2%	-18%[46.1 µM]	10%	-7%	5%[38.3 µM]	-6.3%
55. O=C(CC1C(=O)NCCN1Cc1cccc(Oc2ccccc2)c1)NCCn1cccn1 (configuration not stated)
    8%	-2%	-4%	-5%[9.22 µM]	-15%[46 µM]	13%	2.0%

One compound at a time, from the list above. Order of values: CBFb RUNX1 block | Luc counter | NPSR antag | HTT aggregate | Lamin A splicing | IMPase Li inh | Epigenetic reg
Cc1cc(Cl)nc(Cl)c1C(=O)N1CCOCC1 is listed with -3% | 3% | -1% | -24% | x | 6% | 4.5%
CCCCc1ccc(NC(=O)C2CCCO2)cc1 (configuration not stated) is listed with 4% | -2% | -18%[46.1 µM] | 10% | -7% | 5%[38.3 µM] | -6.3%
C/C(=N/n1cnnc1)c1cccnc1 is listed with 9% | 1% | 9%[46.1 µM] | -4% | -4% | 23%[38.3 µM] | 1.0%
